Assay outcomes (PubChem)
STAT1 inh = STAT1 signaling inhibitors, primary screen, cell-based, HTS, luciferase reporter | NIH 3T3 STAT1-luciferase reporter, IFN-gamma, luminescence | inhibition, % at 5.5 µM | hit rate 0.35% among 200,000 | AID 920, 2007;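 active = inhibition above a set limit, the mean inhibition across all tested compounds plus 3 SD, cut at about 34% in these data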;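 note: 0% = IFN-gamma with DMSO and 100% = IFN-gamma with 300 µM nifuroxazide; values of inactives mirror those of a sister screen read the other way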
TLR4 MyD88 comp = inhibitors of TLR4-MyD88 association in cells, primary screen, cell-based, HeLa CL3-4, BLA complementation, FRET ratio; Toll-like receptor 4 (Homo sapiens) + Myeloid differentiation primary response protein …; AID 861, 2007; inhibition, % at 8.4 µM; HeLa CL3-4 TLR4/MyD88 BLA complementation; hit rate 0.18% among 200,000; in the data active = inhibition above about 25%;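 note: 0% = vehicle and 100% = reference inhibitor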
Target sequence (O00206 whole entry, looked up): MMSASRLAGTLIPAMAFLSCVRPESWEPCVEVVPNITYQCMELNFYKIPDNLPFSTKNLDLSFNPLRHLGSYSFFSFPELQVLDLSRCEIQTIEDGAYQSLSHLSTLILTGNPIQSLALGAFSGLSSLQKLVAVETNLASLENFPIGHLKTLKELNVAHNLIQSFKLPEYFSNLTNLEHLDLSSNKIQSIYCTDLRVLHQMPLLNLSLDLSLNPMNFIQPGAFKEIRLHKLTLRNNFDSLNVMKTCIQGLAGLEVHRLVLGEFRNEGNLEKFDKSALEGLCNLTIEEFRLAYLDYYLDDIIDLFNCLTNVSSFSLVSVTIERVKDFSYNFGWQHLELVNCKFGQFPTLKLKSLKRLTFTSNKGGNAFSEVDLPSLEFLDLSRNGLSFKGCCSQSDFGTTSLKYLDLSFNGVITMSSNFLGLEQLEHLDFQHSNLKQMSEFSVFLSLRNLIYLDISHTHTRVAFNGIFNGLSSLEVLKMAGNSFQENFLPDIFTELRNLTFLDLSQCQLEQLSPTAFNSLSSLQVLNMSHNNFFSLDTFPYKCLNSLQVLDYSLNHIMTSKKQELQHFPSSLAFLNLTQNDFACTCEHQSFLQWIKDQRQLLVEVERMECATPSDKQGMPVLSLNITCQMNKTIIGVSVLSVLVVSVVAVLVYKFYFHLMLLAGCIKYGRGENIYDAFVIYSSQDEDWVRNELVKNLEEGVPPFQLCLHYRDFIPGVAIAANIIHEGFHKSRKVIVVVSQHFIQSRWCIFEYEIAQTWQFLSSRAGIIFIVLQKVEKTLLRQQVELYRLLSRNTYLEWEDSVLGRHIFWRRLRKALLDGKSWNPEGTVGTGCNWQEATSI
Target sequence (Q99836 whole entry, looked up): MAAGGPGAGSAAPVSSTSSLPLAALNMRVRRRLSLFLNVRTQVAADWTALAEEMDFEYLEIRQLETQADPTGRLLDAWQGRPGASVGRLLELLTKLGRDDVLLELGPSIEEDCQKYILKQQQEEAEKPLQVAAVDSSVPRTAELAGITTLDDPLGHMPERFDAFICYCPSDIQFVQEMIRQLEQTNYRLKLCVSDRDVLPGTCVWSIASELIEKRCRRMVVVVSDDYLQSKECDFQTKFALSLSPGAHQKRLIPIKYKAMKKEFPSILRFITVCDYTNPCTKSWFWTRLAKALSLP
Diaph act CS = compounds boosting diaphorase resazurin reduction – biochemical, uHTS, resorufin fluorescence, counter-screen for diaphorase-coupled primary assays, primary screen. Diaphorase/resazurin coupled assay, 16 min; stronger effect = higher value; 1 = vehicle wells, 0 = NADH-free wells. activation factor at 20 µM. hit rate 0.005% among 190,000. AID 1229, 2008;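 active = diaphorase activity raised at least twofold by the compound at 20 µM; inactive = activation factor below 2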
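Assay system: Purified diaphorase enzyme from Clostridium kluyveri | Amount: Enzyme 0.07 U/mL final | Dosing: Compound 20 µM once, DMSO 1% | Timing: 16 min reaction at room temperature | Detection: Fluorescence, excitation 544 nm and emission 590 nm | Evaluation: Higher resorufin formation from activation or reduction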
Hsp70 activator = Hsp70 transcriptional activators, primary screen, cell-based, HeLa, Hsp70 promoter luciferase, luminescence, 10 µM; activation, % at 10 µM; AID 1203, 2008; hit rate 0.04% among 200,000; HeLa Hsp70 promoter luciferase reporter; scaled: vehicle 0, proteasome-inhibitor control 100%;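 active = activation above the mean across all tested compounds plus 3 SD, cutoff set per campaign, cut at about 5.5% in these data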;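 note: 100% = MG132 at 30 µM as the positive control and 0% = DMSO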
STAT3 act = IL-6 driven STAT3 reporter potentiators, primary screen, U3A cells, luciferase, luminescence, MLSCN library | IL-6 STAT3-luciferase reporter; 100% = signal with IL-6 EC80 alone | activation (% of control), % at 5.6 µM | hit rate 0.91% among 190,000 | AID 871, 2007;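 active = activation above the screen-wide mean of compound activation plus 3 SD, cut at about 130% in these data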;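 note: 0% = background luminescence of wells with medium and substrate only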
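Detection: reporter luminescence signal / Assay system: STAT1-lacking human U3A cells, STAT3 luciferase reporter / Incubation: compound pre-incubation 1 h before IL-6, then 6 h stimulation at 37 °C / Control set: IL-6-only high control / Read-out: % activation relative to IL-6 control / Probe or stimulus: Interleukin-6, 33 ng/mL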
STAT3 blocker = IL-6 driven STAT3 reporter inhibitors, primary screen, U3A cells, luciferase, luminescence, MLSCN library; IL-6 STAT3-luciferase reporter; host cell line lacks STAT1; inhibition, % at 5.5 µM; hit rate 0.89% among 190,000;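 active = inhibition above the mean inhibition across all screened compounds plus 3 SD, cut at about 44% in these data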;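 note: 0% = DMSO only wells and 100% = 100 µM nifuroxazide control wells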
STAT1 act = STAT1 signaling activators, primary screen, cell-based, HTS, luciferase reporter; activation (% of control), % at 5.5 µM; hit rate 2.6% among 200,000; NIH 3T3 STAT1-luciferase reporter, IFN-gamma, luminescence; 100% = IFN-gamma alone, no compound;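 active = activation above the screen-wide mean activation plus 3 SD, cut at about 130% in these data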;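 note: raw ratio to IFN-gamma control signal so 100% means no change and 0% no light; values of inactives mirror those of a sister screen read the other way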
APP 5UTR inh = inhibitors of APP translation via 5'UTR reporter, primary screen, APP 5'UTR luciferase, SH-SY5Y cells. SH-SY5Y APP 5'UTR-luciferase reporter, luminescence. inhibition, % at 2 µM. hit rate 0.82% among 190,000. AID 1285, 2008;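 active = inhibition above a set limit, derived from the sample mean plus 3 SD, cut at about 45% in these data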; note: values of inactives mirror those of a sister screen read the other way
Diaphorase inh = diaphorase inhibitors and chemical oxidizers, primary screen, counter-screen for diaphorase-coupled primary assays, biochemical, uHTS, resorufin fluorescence; diaphorase resazurin-to-resorufin fluorescence, NADH, 16 min; bacterial (C. kluyveri) enzyme, not human; inhibition, % at 20 µM; hit rate 0.69% among 190,000; AID 1217, 2008;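 active = primary screen inhibition at 20 µM above a set limit, cut at about 50% in these data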;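 note: plate controls were DMSO with full reaction for no effect and wells lacking NADH for full effect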
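Assay system – diaphorase enzyme from Clostridium kluyveri · Amount – diaphorase 0.14 U/mL (working solution) · Times – reaction incubation of 16 min at room temperature · Controls – No-NADH positive control and DMSO neutral control · Signal – resorufin fluorescence 544/590 nm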
G6PDH CS = L. mesenteroides G6PDH inhibitors, counter-screen for G6PDH-coupled screening assays, biochemical, Leuconostoc mesenteroides enzyme | hit rate 0.12% among 200,000 | glucose-6-phosphate dehydrogenase [Leuconostoc mesenteroides] | inhibition, % at 5 µM | Purified L. mesenteroides G6PDH, diaphorase/resazurin coupled fluorescence, 45 min; in the data active = inhibition above about 50%
Active calls of the source: *; . = not tested or not shown. An unsorted share of the library, and some 6.1% of all compounds hit somewhere here.

Results follow in this order: STAT1 inh, TLR4 MyD88 comp, Diaph act CS, Hsp70 activator, STAT3 act, STAT3 blocker, STAT1 act, APP 5UTR inh, Diaphorase inh, G6PDH CS
#1 CC(C)(C)n1ncc2c(=O)n(CC(=O)NC3CCCCC3)cnc21
 : -24, -3, 0.8, -0.1, 122, -15, 121, -52, 15, -3
#2 Oc1ccc(/C=N/NC2=NCCCCC2)cc1
 : -4, -3, 0.9, -0.3, 104, -5, 104, 2, 12, 10
#3 Cc1cccc(NC2=NC(=S)N(CC#N)C23CCCCC3)c1
 : 0, -10, 0.9, -0.1, 112, -11, 100, -25, 7, 3
#4 Cc1cc(Nc2cccc(F)c2)n2nc(C)nc2n1
 : 1, -4, 1.1, 0.1, 95, 6, 100, 7, -6, 3
#5 CCN(C(=O)CCc1nc(-c2ccc(OC)cc2)no1)c1cc(OC)ccc1OC
 : 7, -4, 1, -0.2, 92, 15, 93, -7, 3, 2
#6 CC1CN(CC(=O)Nc2cccc(C(=O)Nc3cccc(C(F)(F)F)c3)c2)CC(C)O1 (centres undefined)
 : 1, 2, 0.8, -0.3, 100, 6, 99, -1, 19, -1
#7 O=C(Cn1cc(C(F)(F)F)ccc1=O)Nc1cc(S(=O)(=O)N2CCOCC2)ccc1Cl
 : -6, 2, 0.9, -0.1, 97, 1, 105, 18, 8, 2
#8 CN(C)C1NC(=O)c2cc(-c3ccccc3)sc2N1 (centres undefined)
 : -13, 10, 0.8, 0.8, 91, 18, 112, -12, 15, 9
#9 O=C(NC(=S)N1CCN(Cc2ccc3c(c2)OCO3)CC1)c1cccc(Br)c1
 : 2, -10, 0.8, -0.2, 109, -7, 98, -13, 21, 10
#10 CCOn1c(=O)c(-c2cc3ccccc3o2)[n+]([O-])c2ccccc21
 : -25, 10, 0.6, 0.3, 154*, -56, 123, -16, 36, -36
#11 COc1ccccc1N1CCN(S(=O)(=O)Cc2ccccc2Cl)CC1
 : 4, 15, 0.8, -0.1, 105, -3, 96, 15, 16, 2
#12 CCOCC(=O)Nc1ccc([N+](=O)[O-])cc1C
 : -12, 3, 1.1, -0.1, 98, 12, 109, 9, -10, 7
#13 COc1ccc(-n2ccnc2SCC(=O)Nc2ccccc2)cc1
 : 2, -8, 0.8, 0.2, 92, 12, 98, -7, 16, 3
#14 O=C1CN(C(=O)c2cc3ccccc3oc2=O)C(c2ccc(F)cc2)c2cc(F)ccc2N1 (centres undefined)
 : 6, -1, 1.2, -0.2, 89, 13, 95, -16, -17, 18
#15 CCC(=O)N1CCN(c2nc(-c3ccc(Cl)cc3)cs2)CC1
 : 1, -5, 1, 0.1, 79, 27, 93, -16, 5, 4
#16 Cc1ccc(NC(=O)CSCC(=O)N2CCOCC2)cc1
 : -4, 9, 0.9, -0.4, 111, -9, 105, 0, 8, 2
#17 CCOc1c(Cl)cc(CNc2ccc(S(N)(=O)=O)cc2)cc1OC
 : 17, -12, 1, -0.3, 89, 12, 84, 9, 4, 9
#18 CCOc1ccc2nc(NC(=O)CN3CCC(n4nnc5cc(F)ccc54)CC3)sc2c1
 : -1, 19, 0.8, 0.2, 97, 8, 101, -20, 19, -67
#19 c1ccc2c(-n3cccn3)cccc2c1
 : -12, 9, 1, 0.2, 100, 7, 110, -41, 3, 4
#20 COc1ccc(N2CCN(C(=O)Cc3nn(C)c(=O)c4ccccc34)CC2)cc1
 : 10, 5, 0.9, -0.5, 101, -2, 90, 1, 11, -4
#21 CC1CC(Nc2ccccc2)c2ccccc2N1C(=O)c1cccnc1 (centres undefined)
 : 16, -31, 0.9, 0.3, 92, 12, 81, -19, 9, 0
#22 COc1ccc(N/C=C(\C#N)c2ccc(OCCCF)cc2)cc1
 : 5, -14, 1, -0.2, 105, 1, 96, ., 0, 4
#23 Cc1ccc2nc(C)cc(C(=O)N3CCCC(CO)(Cc4ccccc4C)C3)c2c1 (centres undefined)
 : 8, 10, 0.8, -0.3, 104, -4, 93, 9, 18, 7
#24 NS(=O)(=O)c1ccc(CNC(=S)Nc2ccc(F)c(Cl)c2)cc1
 : 3, -3, 0.9, 0.3, 101, 4, 95, -16, 10, 11
#25 Cc1ccc(-c2csc(N3N=C(c4ccccc4)/C(=C\c4ccc(N(C)C)cc4)C3=O)n2)cc1
 : 3, 3, 0.9, -0.1, 102, -2, 97, -17, 11, 4
#26 Cn1c(=O)c2c(nc(N3CCCCCC3)n2CC(O)COc2ccccc2)n(C)c1=O (centres undefined)
 : -3, -7, 1.1, -0.1, 100, 4, 103, -10, -8, 5
#27 COc1cccc(N2CCN(c3ncnc4c3[nH]c3ccc(F)cc34)CC2C)c1 (centres undefined)
 : 68*, 6, 0.8, -0.5, 44, 75*, 39, 27, 20, 4
#28 COc1cccc(NS(=O)(=O)c2ccc3[nH]cc(C(=O)NCCN4CCOCC4)c(=O)c3c2)c1
 : -1, -5, 0.8, -0.1, 90, 18, 101, ., 21, 2
#29 CCOc1ccc(NC(=S)Nc2ccc(OC(F)(F)F)cc2)cc1
 : -3, 1, 0.9, -0.3, 99, 7, 102, ., 10, -1
#30 Cc1cc(C)cc(N2CN=C3SCC(=O)N3C2)c1
 : 1, -7, 0.9, 0.1, 104, 4, 99, 27, 10, 5
#31 O=C(CNC(=O)Cc1ccccc1)NCC(=O)OCc1ccccc1
 : -1, 0, 0.9, -0.3, 102, -3, 101, 13, 11, 18
#32 Cc1ccc(SCc2cc(=O)n(C)[nH]2)cc1
 : -9, -26, 0.7, -0.2, 98, 2, 109, 3, 35, 11
#33 COc1ccc(/C=C/C(=O)NC(=S)Nc2cc3oc4ccccc4c3cc2OC)cc1
 : 4, -1, 0.9, -0.2, 96, 7, 96, -20, 12, 8
#34 CC(=O)Cc1nsc(NC(=O)c2cccc(F)c2)n1
 : -43, -42, 1, -0.1, 103, 2, 142*, 1, 4, 0
#35 CC(=O)NC1C(=O)N=C(SCC(=O)Nc2ccc(C(F)(F)F)cc2Cl)NC1=O (centres undefined)
 : -4, -7, 1, -0.2, 96, 12, 104, 0, 2, 2
#36 COC(=O)C(O)(CC(=O)c1ccc(OC)cc1)C(F)(F)F (centres undefined)
 : 5, 2, 0.8, 0.0, 102, 1, 95, -6, 18, -4
#37 COc1cc(S(=O)(=O)Nc2ccncc2)ccc1F
 : -3, -6, 1, -0.1, 107, -2, 101, -2, -2, 4
#38 COc1ccc(OCc2nnc(SCC(=O)N3CCOCC3)o2)cc1
 : -2, 3, 1, -0.2, 101, 1, 102, 14, 3, 6
#39 O=C(CSc1nnc(-c2ccncc2)o1)Nc1ccccc1Cl
 : 12, 4, 0.9, -0.1, 107, -4, 89, -35, 12, -15
#40 O=C(/C=C/c1ccc(Br)cc1)NC1CCCCCC1
 : -13, -6, 0.9, 0.2, 98, 13, 111, 5, 12, 4
#41 COc1ccc(-c2nc(C#N)c(NCC3CCCO3)o2)cc1 (centres undefined)
 : -7, 1, 0.7, 0.1, 103, 1, 107, -16, 31, -9
#42 CC1CCc2cc(F)ccc2N1C(=O)CN1C(=O)c2ccccc2C1=O (centres undefined)
 : 12, -1, 0.7, 0.0, 106, -3, 89, 4, 32, 0
#43 COc1ccc(CCNC(=O)c2cc3sccc3n2C)cc1OC
 : 19, 2, 0.7, 0.0, 89, 15, 83, 8, 26, 15
#44 O=C(CSc1nnnn1-c1ccccc1)Nc1nsc(-c2ccc(Cl)cc2)n1
 : 3, 10, 1.1, 0.5, 85, 22, 99, 4, -11, -69
#45 CC1CN(c2oc(-c3cccs3)nc2C#N)CC(C)O1 (centres undefined)
 : -2, 7, 1.1, 0.0, 98, 5, 102, 5, -10, 4
#46 N#C/C(=C\c1ccc(F)cc1)c1nc(-c2ccco2)cs1
 : -11, -4, 0.9, -0.3, 83, 20, 110, -65, 6, -7
#47 Cc1sc2ncnc(Sc3ccccc3C(=O)Nc3ccccc3Cl)c2c1C
 : -12, 3, 0.9, -0.4, 103, -8, 111, 4, 14, -18
#48 O=C(Nc1cc2c(cc1Cl)OCCO2)c1ccco1
 : -31, -9, 0.9, 0.0, 92, 13, 128, -49, 12, 4
#49 Cc1oc2nc(SCC(=O)NCc3cccnc3)nc(N)c2c1C
 : 10, 4, 0.9, -0.4, 100, 4, 91, 0, 12, -6
#50 Cc1noc(C)c1/C=N/Nc1ccccn1
 : -1, 1, 0.9, -0.3, 86, 18, 102, 0, 8, 8
#51 COc1cccc(/C=C2\SC(=O)NC2=O)c1OCc1ccc(C(=O)O)cc1
 : -9, -2, 0.7, 0.8, 105, -2, 107, -7, 29, 12
#52 CCOC(=O)c1ccc2c(c1)C(=O)N(C1CCCCC1)C2=O
 : 7, 1, 0.8, -0.1, 88, 21, 94, -20, 18, -5

Shown with one line to a screen: entries from further up.
47: Cc1sc2ncnc(Sc3ccccc3C(=O)Nc3ccccc3Cl)c2c1C
51: COc1cccc(/C=C2\SC(=O)NC2=O)c1OCc1ccc(C(=O)O)cc1
Compound,47,51
STAT1 inh,-12,-9
TLR4 MyD88 comp,3,-2
Diaph act CS,0.9,0.7
Hsp70 activator,-0.4,0.8
STAT3 act,103,105
STAT3 blocker,-8,-2
STAT1 act,111,107
APP 5UTR inh,4,-7
Diaphorase inh,14,29
G6PDH CS,-18,12
